Screening results as filed in PubChem.
hDAT+cocaine – changed hDAT dopamine uptake under cocaine IC80, either direction, primary screen, cocaine antagonist project, cell-based, LLC-PK1 hDAT, [14C]-dopamine uptake, MLSMR | Sodium-dependent dopamine transporter (Homo sapiens), Q01959 | LLC-PK1 hDAT cells, [14C]-dopamine uptake with cocaine IC80; actives deviate in either direction | B-score at 10 µM | 1.3% of 110,000 active;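 active = Z score or B-score, a plate-position-corrected score, falls beyond the plate's 99.7% confidence bounds, in either direction; inactive = both scores lie inside the 99.7% bounds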;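 also: scored against the spread of the other compound wells on the same plate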
Target sequence (Q01959 whole entry, looked up): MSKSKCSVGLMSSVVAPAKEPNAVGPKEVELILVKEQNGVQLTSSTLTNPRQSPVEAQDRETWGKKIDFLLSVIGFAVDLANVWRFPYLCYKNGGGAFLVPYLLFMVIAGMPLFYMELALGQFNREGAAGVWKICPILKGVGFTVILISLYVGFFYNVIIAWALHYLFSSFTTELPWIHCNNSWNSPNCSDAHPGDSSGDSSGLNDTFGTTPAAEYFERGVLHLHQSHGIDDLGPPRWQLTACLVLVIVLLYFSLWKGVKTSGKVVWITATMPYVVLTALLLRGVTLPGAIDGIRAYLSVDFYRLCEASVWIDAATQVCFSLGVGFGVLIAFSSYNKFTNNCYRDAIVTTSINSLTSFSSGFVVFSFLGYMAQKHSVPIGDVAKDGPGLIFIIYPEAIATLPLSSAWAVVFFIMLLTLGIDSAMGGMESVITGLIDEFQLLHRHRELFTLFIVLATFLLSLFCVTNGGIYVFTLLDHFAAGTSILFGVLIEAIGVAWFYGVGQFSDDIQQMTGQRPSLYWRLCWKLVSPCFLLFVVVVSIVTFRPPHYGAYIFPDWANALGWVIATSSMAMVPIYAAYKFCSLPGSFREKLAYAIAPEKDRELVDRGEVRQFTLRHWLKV
* marks the source's active call; other numbers are inactive results; & = joins results of further samples. Some of the compounds tested (hit frequency here may not be typical).

SMILES | hDAT+cocaine
O=C1c2cccc(O)c2C(=O)c2c(O)cc(CO)cc21 | -0.76
Cc1occc(=O)c1O | 0.66
CC(C)(C)[C@@H]1C=C(C(=O)N2CCN(Cc3ccccc3)CC2)O[C@H](OCc2ccc(CO)cc2)C1 | 0.18
CCN1CCN(Cc2ccc(NC(=O)c3ccc(C)c(NC(=O)C[C@@H]4NC(=O)[C@H](Cc5ccccc5)NC4=O)c3)cc2C(F)(F)F)CC1 | -0.59
O=C(NCc1ccccc1)C1=C[C@@H](c2csc3ccccc23)C[C@@H](OCCCCO)O1 | 0.63
Nc1ncnc2c1ncn2C1OC(CO)C(O)C1N (stereo not drawn) | 0.83
CCCC[C@@H]1CNC(=S)N1CCCC | -0.72
O=C(C1=C[C@H](c2coc3ccccc3c2=O)C[C@H](OCc2ccc(CO)cc2)O1)N1CCN(Cc2ccc3c(c2)OCO3)CC1 | 0.72
O=C(O)C1=C[C@H](c2cccs2)C[C@H](OCc2ccc(CO)cc2)O1 | -1.7
CC(C)=CC(=O)O[C@H]1[C@@H]2[C@H](C)C(=O)O[C@@H]2C[C@@H](C)[C@@H]2[C@@H](O)CC(=O)[C@]21C | 0.082
Cn1cc(C(F)(F)F)nc1-c1ccc(OCC(O)CNCCOc2ccc(O)c(C(N)=O)c2)cc1 (stereo not drawn) | -0.2
CCCC/C=C/[C@H](c1ccccc1)[C@H](CO)Cc1cccnc1 | -0.026
Cc1ccc(NC(=O)c2nc[nH]c2C(=O)N2CCN(c3ccccc3)CC2)cc1 | 0.018
O=C(O)CCSc1nnc(-c2ccccc2)n1-c1ccccc1 | -0.07
CCOc1ccc(NC(=O)C2CSC(c3ccncc3)=N2)cc1 (stereo not drawn) | -0.28
Cc1ccc(O)c(O)c1 | 0.88
COc1cccc(/C=C2/SC(=S)N(CC(=O)Nc3nnc(C)s3)C2=O)c1 | 0.0084
COC/C=C/C1=CC2=CC(=O)C(C)(OC(=O)C3CCCC3)C(=O)C2=CO1 (stereo not drawn) | -0.00093
Cc1onc(C(=O)N2CCN(Cc3ccccc3)CC2)c1[N+](=O)[O-] | 0.5
O=c1c(-c2ccc(O)cc2)coc2cc(OC3OC(CO)C(O)C(O)C3O)ccc12 (stereo not drawn) | -0.92
Cc1cc(NC(=O)CCS(=O)(=O)c2nc(-c3ccccc3)cc(C(F)(F)F)n2)no1 | 0.48
COC(=O)C1=C(N)Oc2cc(C)n(CCCn3ccnc3)c(=O)c2C1c1cccc(Cl)c1 (stereo not drawn) | 2.1
CCCCC1C(=O)CC[C@H]2[C@@H]1CC(=O)[C@@H]2C/C=C\CCCC(=O)O (stereo partly drawn) | -0.31
CCCCOc1cc(C(=O)NCCN(CC)CC)c2ccccc2n1 | -0.018&-0.63
C#C[C@]1(O)CC[C@H]2[C@@H]3CCc4cc(OC)ccc4[C@H]3CC[C@@]21C | -0.39
COC(C[C@@H]1O[C@@H]1[C@@H](O)COCc1ccccc1)OC | 0.91
CN(C)Cc1ccc(-c2nc3cccc4c3n2CCNC4=O)cc1 | 0.065
CN(C[C@@H](CC1CCCCC1)N(C[C@H](Cc1ccccc1)N(CCc1ccccc1)N=O)N=O)N=O | 0.0074
COC(=O)C[C@H]1c2cc(F)ccc2S(=O)(=O)N1Cc1ccccc1 | -0.42
CCN(CC)C(=O)CC(c1ccc(N(C)C)cc1)c1c(OC)cc(OC)c2ccc(=O)oc12 (stereo not drawn) | 0.95
COc1ccc(OCC(O)CNC(=O)c2ccccc2C(=O)O)cc1 (stereo not drawn) | 0.12
C#Cc1ccc([C@@H]2C=C(C(=O)O)O[C@H](OCc3ccc(CO)cc3)C2)cc1 | -0.17
C#CCOCCOCCOCCNc1nc(N2CCN(C(=O)[C@H]([C@@H](C)CC)n3cc([C@@H](N)CC(C)C)nn3)CC2)nc(N2CCN(C(=O)[C@H](CCCCN)n3cc([C@@H](N)CC(C)C)nn3)CC2)n1 | -0.55
Cc1ccc(-c2nc3cccnc3s2)cc1NS(C)(=O)=O | 1.6
O=C(c1ccc2c(c1)OCO2)N1CCC2(CC1)Oc1ccc(F)cc1C(=O)C21CC(c2ccc(Cl)cc2)=NO1 (stereo not drawn) | -0.44
CC(=O)Nc1ccc(SC[C@H](Cc2ccccc2)N2CCN(CC(C)C)CCC2=O)cc1 | 0.77
CN1CCN(C(=O)C2=C[C@H](C(C)(C)C)C[C@H](OCCCCO)O2)CC1 | -0.0034
COc1cc2c(cc1OC)-c1cc3ccc4c(c3c[n+]1CC2)OCO4 | -0.052
COc1ccc(CCNC(=O)C2CC3Cn4c(nc5ccccc54)C3N2c2ccccc2)cc1 (stereo not drawn) | -1.4
NC[C@H]1O[C@H](O[C@H]2[C@H](O)[C@@H](O[C@H]3O[C@H](CO)[C@@H](O)[C@H](N)[C@H]3O)[C@H](N)C[C@@H]2N)[C@H](N)C[C@@H]1O | -0.75
Cc1nc(CNS(=O)(=O)c2ccccc2F)cs1 | -0.011
O=C(NC1CC1)C1=C[C@H](c2csc3ccccc23)C[C@H](OCCCCO)O1 | -0.035
COc1ccc(-c2nc(-c3ccc(C(=O)O)cc3)no2)cc1 | -0.0067
COC(C[C@H]1O[C@H]1[C@H](O)[C@H](C)OCc1ccccc1)OC | -0.088
COC(C[C@H](O)C[C@H](O)[C@@H](C)OCc1ccccc1)OC | -0.47
CN1C(C(=O)NCc2ccccc2)CC2Cn3c(nc4cc(Cl)c(Cl)cc43)C21 (stereo not drawn) | -0.21
CCCCC1=CC2=CC(=O)C(C)(OC(=O)c3cccs3)C(=O)C2=CO1 (stereo not drawn) | -0.59
C/C=C/c1ccc(OC)c(OC(C)=O)c1 | -1.7
C#CCOCCOCCOCCNc1nc(N2CCN(C(=O)[C@H](CCC(=O)O)n3cc(C(N)CO)nn3)CC2)nc(N2CCN(C(=O)[C@H](CCCCN)n3cc(C(N)[C@H](C)CC)nn3)CC2)n1 (stereo partly drawn) | -0.041
C[C@]1(C(=O)O)C=C[C@@H](Cc2ccccc2)N1C(=O)c1ccccc1 | 0.07
COc1cc2c(cc1O)C(Cc1ccc(O)cc1)[N+](C)([O-])CC2 (stereo not drawn) | 0.64
O=C(O)CCCNC(=O)Nc1ccccc1 | -0.34
CCCNC(=O)c1ccc2c(=O)c(O)c(C)[nH]c2c1 | -0.77
COC/C=C/C1=CC2=CC(=O)C(C)(OC(=O)c3cnc4ccccc4n3)C(=O)C2=CN1Cc1ccccc1 (stereo not drawn) | -0.52
CC(=O)C(Sc1nc(-c2ccc(F)cc2)nc2c1c(=O)n(C)c(=O)n2C)C(C)=O | 0.027
C=CCOC(=O)C1=C[C@@H](c2csc3ccccc23)[C@H](CCCO)[C@@H](OCC)O1 | 1.2
C[C@H]1CCC[C@@]2(O[C@H](CCO)C[C@@H](O)[C@@H]2O)O1 | -0.62
CC(=O)Nc1sc2c(c1C(c1cccc(F)c1)N1CCN(CCO)CC1)CCCC2 (stereo not drawn) | 0.3
CCC(=O)Nc1cccc(C2=NOC3(C2)C[C@@H](C(N)=O)N(C(=O)c2cc([N+](=O)[O-])cc([N+](=O)[O-])c2)C3)c1 (stereo partly drawn) | -0.92
COc1c(N2CCNC(C)C2)c(F)cc2c(=O)c(C(=O)O)cn(C3CC3)c12 (stereo not drawn) | 1

Carrying on:
SMILES | hDAT+cocaine
COC(=O)c1cc(O)c(O)c(O)c1 | 0.8
O=C1NC[C@H](Cc2ccc(O)cc2)N(CCc2cccc3ccccc23)C1=O | -0.26
CCOc1ccc2nc(NC(=O)Nc3cccs3)sc2c1 | -0.87
Cc1cc(C)cc(N(CC(=O)Nc2ccccc2)C2=NC3CS(=O)(=O)CC3S2)c1 (stereo not drawn) | 0.66
COc1cc(/C=C/C(=O)O)ccc1O | 0.051
C=C1C(=O)O[C@@H]2[C@H]1[C@@H](OC(=O)/C(C)=C/C)C/C(C)=C\C(=O)/C=C(\C)[C@@H]2O | -1.3
COC(=O)[C@@]1(Cc2ccc(OC)cc2)[C@H]2c3cc(C(=O)N4CCCC4)n(Cc4c(CO)[nH]cc(C)c4=O)c3C[C@H]2CN1C(=O)c1ccccc1 | -0.67
COc1cc(C(=O)O)ccc1O | 0.0053
CCCCCC(=O)Nc1cccc(C2=NOC3(C2)C[C@H](C(N)=O)N(C(=O)COc2ccc(Cl)cc2)C3)c1 (stereo partly drawn) | 0.23
COC(=O)Cn1c(=NC(=O)CSCC(=O)Nc2cc(C)on2)sc2ccccc21 | -0.13
COC(C[C@@H]1O[C@@H]1[C@@H](O)[C@H](C)OCc1ccccc1)OC | -0.32
CC(C)[C@H]1CN=C2N(C[C@H](C)NC(=O)CCC3CCCCC3)[C@H](Cc3ccc(O)cc3)CN21 | -0.0096
COc1cccc(C2NC(=O)N(CCCC(=O)O)C(C)=C2C(=O)OCc2ccccc2)c1 (stereo not drawn) | 0.04
CCOC(=O)c1sc(NCCNc2nc(C)c(C(=O)OCC)s2)nc1C | 0.033
C#CCNC(=O)C1=C[C@H](C2CCCCC2)C[C@H](OCc2ccc(CO)cc2)O1 | 0.93
CCC(C)(C)n1nnnc1C(c1cccc(C#N)c1)N1CCN(c2cc(C)ccc2C)CC1 (stereo not drawn) | -1.1
O=C(C1=C[C@@H](c2ccc(C(F)(F)F)cc2)C[C@@H](OCCCCO)O1)N1CCCCCCC1 | 1
Cc1cc(-c2nc3cccnc3s2)ccc1NS(=O)(=O)c1cccs1 | 0.15
C=CCNC(=O)C1CC2Cn3c(nc4cc5ccccc5cc43)C2N1C (stereo not drawn) | 0.41
CC(N)C12CC3CC(CC(C3)C1)C2 (stereo not drawn) | -0.69

Next section; the last 4 above are carried over.
SMILES | hDAT+cocaine
O=C(C1=C[C@@H](c2ccc(C(F)(F)F)cc2)C[C@@H](OCCCCO)O1)N1CCCCCCC1 | 1
Cc1cc(-c2nc3cccnc3s2)ccc1NS(=O)(=O)c1cccs1 | 0.15
C=CCNC(=O)C1CC2Cn3c(nc4cc5ccccc5cc43)C2N1C (stereo not drawn) | 0.41
CC(N)C12CC3CC(CC(C3)C1)C2 (stereo not drawn) | -0.69
Cc1ccc(C(=O)N[C@@H](C)CN2C3=NC[C@H](C(C)C)N3C[C@H]2Cc2ccc(O)cc2)cc1Br | 1.3
C[C@@H]1NC(=O)[C@H](CCC(=O)O)NC(=O)c2cc([N+](=O)[O-])cc(F)c2NCCC[C@@H](C(N)=O)NC1=O | -0.014
CC(NCCc1ccc(O)cc1)C(O)c1ccc(O)cc1 (stereo not drawn) | -0.15
CCOC(=O)c1[nH]cnc1C(=O)Nc1cccc(N)n1 | 0.81
O=C(NCc1ccccc1)C1=C[C@H](C2CCCCC2)C[C@H](OCCCCO)O1 | 2.1*
CCOC(=O)C[C@H]1c2ccc(C(F)(F)F)cc2S(=O)(=O)N1C(C)(C)C | 1.1
COc1ccc(CNC(=O)[C@@H]2CC=C[C@@H]3CCN(C4CCCCC4)C(=O)[C@@H]32)cc1 | 0.13
CCCCN1C(=S)NC[C@@H]1Cc1ccccc1 | -1
COC(=O)c1ccc(CN(C)S(=O)(=O)c2ccc(C)cc2)o1 | 0.18
CNC(=O)c1[nH]cnc1C(=O)N[C@@H](Cc1ccccc1)C(=O)OCc1ccccc1 | -0.8
Cc1cccn2cc(CNC(=O)c3ccc(Br)o3)nc12 | -0.7
C[C@@H]1CCC[C@@]2(O[C@H](CCO)C[C@H](O)[C@H]2O)O1 | -1.5
O=C(CSc1nc2c(cnn2-c2ccc(F)cc2)c(=O)[nH]1)Nc1nccs1 | 0.55
CCCCCCCCN1[C@@H](CC(C)=O)c2cc(C(F)(F)F)ccc2S1(=O)=O | -0.14
C[C@@H](O)C1NC(=O)[C@H](CCCCN)NC(=O)c2cc([N+](=O)[O-])cc(I)c2NCCC[C@@H](C(N)=O)NC1=O (stereo partly drawn) | -1.4
COC(=O)Cn1c(=O)c2c(nc3n2CC(C)CN3c2ccc(C)c(C)c2)n(C)c1=O (stereo not drawn) | -0.25
Cc1ccc(F)c([C@H]2[C@@H]3C=CCC[C@@]3(C)C(=O)N2Cc2ccccc2)c1 | -0.65
CCO[C@H]1OC(C(N)=O)=C[C@@H](c2csc3ccccc23)[C@@H]1CCCO | -0.4
Cc1ccc(-c2[nH]c3cc(C(N)=O)ccc3c(=O)c2O)cc1 | -1.5
COC(=O)c1ccc([C@H]2C=C(C(=O)O)O[C@@H](OCc3ccc(CO)cc3)C2)cc1 | -0.16
CCOC(=O)[C@@H]1[C@H]2COc3ccc(Br)cc3[C@@H]2N2C(=O)N(c3cccc(F)c3)C(=O)[C@]12C | 0.031
CCOc1ccccc1-c1ccc(C(=O)NCc2ccccc2)o1 | 0.57
CC(=O)O[C@H]1C[C@@H]2CC[C@@H]3[C@H](CC[C@@]4(C)[C@H]3C[C@H]([N+]3(C)CCCCC3)[C@@H]4OC(C)=O)[C@@]2(C)C[C@@H]1N1CCCCC1 | -2.3
C=C(C)C(=O)Nc1cccc(C2=NOC3(C2)C[C@H](C(N)=O)N(C(=O)CC)C3)c1 (stereo partly drawn) | -0.011
CCCn1c(SCc2cc(=O)[nH]c3ccccc23)nc2c1c(=O)n(C)c(=O)n2C | -0.33
NC(=O)[C@@H]1CC2(CC(c3cccc(NC(=O)CC(c4ccccc4)c4ccccc4)c3)=NO2)CN1C(=O)c1ccc(Cl)cc1 (stereo partly drawn) | -1.3
O=C(c1ccc2c(c1)OCO2)N1CCC2(CC1)Oc1ccc(Cl)cc1C(=O)C21CC(c2ccccc2)=NO1 (stereo not drawn) | -0.82
COC/C=C/C1=CC2=CC(=O)C(C)(OC(=O)c3cnc4ccccc4n3)C(=O)C2=CN1CCOC (stereo not drawn) | -0.81
